# Assay outcomes: PubChem BioAssay, several laboratories
# BAP1 block: human BAP1 deubiquitinase inhibition | Q92560 | recombinant BAP1, Ub-AMC hydrolysis fluorescence kinetic; active compounds read low | activity remaining (% of control), % at 20 µM | actives 0.48% (n = 72,000) | AID 436;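 active = activity remaining at or below 50% of control, provided the compound also passes the data quality filters; inactive = the rest, including low values that fail the filters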;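 note: 100% = DMSO wells rate and 0% = substrate alone blank rate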
# HePTP inhibitor: blocks human HePTP tyrosine phosphatase | P35236 | recombinant HePTP phosphatase activity, OD absorbance | inhibition, % at 20 µM | actives 0.64% (n = 110,000) | AID 521; in the data active = inhibition above about 50%;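 note: plate controls were vehicle for no effect and reference inhibitor for full effect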
# An asterisk follows results filed as active; . = no result given; & = joins results of further samples. Compounds as they come. About 0.83% of those tested had a hit in this group.
# Start of the listing, in advance, four compounds:
smiles | BAP1 block | HePTP inhibitor
CC1=NN(c2ccccc2)C(=O)/C1=C\c1ccc(-c2cc([N+](=O)[O-])ccc2O)o1 | . | 11
CCOC(=O)c1c(NC(C)=O)sc2c1CCC2 | . | 8
CC1CCCCC1NC(=O)c1ccc(CNc2c(N3CCCC3)c(=O)c2=O)cc1 (stereo not drawn) | 97 | -2
O=C(CSc1nc2cc(Cl)ccc2s1)NC(=O)NCc1ccco1 | 80 | 10

# The list itself, previewed entries included:
smiles | BAP1 block | HePTP inhibitor
CC1=NN(c2ccccc2)C(=O)/C1=C\c1ccc(-c2cc([N+](=O)[O-])ccc2O)o1 | . | 11
CCOC(=O)c1c(NC(C)=O)sc2c1CCC2 | . | 8
CC1CCCCC1NC(=O)c1ccc(CNc2c(N3CCCC3)c(=O)c2=O)cc1 (stereo not drawn) | 97 | -2
O=C(CSc1nc2cc(Cl)ccc2s1)NC(=O)NCc1ccco1 | 80 | 10
O=c1nc(C(F)(F)F)nc2ccccn12 | 92 | 15
COC(=O)C1=C(C(=O)c2ccc(C)cc2)C(c2ccc(O)c(OC)c2)n2nnnc2N1 (stereo not drawn) | 103 | 5
Cc1cccc(N2CCN(C(=O)c3cccs3)CC2)c1C | . | -19
COc1ccc(NC(=O)Cn2nnc(-c3ccccc3F)n2)cc1 | 122 | 8
CCOC(=O)C1=C(O)/C(=C/c2ccc(OC)cc2)SC1=Nc1ccccc1 | . | 5
CN(c1ccccc1)S(=O)(=O)c1cc(C(=O)N2CCN(c3ccccn3)CC2)ccc1Cl | 87 | 1
Cc1nn(Cc2ccc(C(=O)NC3CCCCC3)o2)c(C)c1Br | 99 | 3
CC(=O)Nc1sc2c(c1CN1CCN(c3ccccn3)CC1)CCCC2 | 104 | -4
COC(=O)C(C)n1cnc2c(nnn2-c2cccc(Cl)c2)c1=O (stereo not drawn) | 96 | -4
CNC(=O)/C(=C/c1ccccc1)NC(=O)c1ccccc1 | . | 14
O=C(O)CC1Sc2ccccc2NC1=O (stereo not drawn) | 95 | -10
COc1ccc(-n2c(C)nc3ncnc(-c4ccccc4)c32)cc1 | . | -20
CC(=O)NC1=NC(=O)/C(=C\c2ccc(-c3ccc([N+](=O)[O-])cc3C)o2)S1 | . | -7
COc1ccc2c(=O)c(Oc3ccccc3Br)coc2c1 | . | -2
C=CCn1c(O)c(C(CC)=NCCN2CCOCC2)c(=O)[nH]c1=O | 98 | 6
CCOC(=O)C1CCCN(Cc2ccc3c(c2)OCO3)C1 (stereo not drawn) | 151 | 2
CCSc1nnc(NC(=O)CSc2nnc(Cc3cccn3C)n2-c2ccc(C)cc2)s1 | 86 | 14
COc1ccc(CCNC(=O)c2sc3cc(C)ccc3c2Cl)cc1OC | . | -4
COC(=O)c1c(NC(=O)C2C3CCC(C3)C2C(=O)O)sc(C)c1-c1cc(C)ccc1C (stereo not drawn) | . | 2
CCc1ccc(C2C(C(=O)OC)=C(C)NC3=C2C(=O)CCC3)cc1 (stereo not drawn) | 63 | .
CC(C)c1ccccc1OCCCNC(C)(C)C | . | -5
Cc1cc2c(cc1C)NC(c1cccnc1)C1=C(CC(C)(C)CC1=O)N2 (stereo not drawn) | 78 | .
CC1=NN(C(=O)Cc2ccccc2)C(O)(c2cccnc2)C1 (stereo not drawn) | . | -10
Cc1ccccc1C(=O)O/N=C(\N)c1cccc([N+](=O)[O-])c1 | . | 10
Cc1ccc(S(=O)(=O)N(Cc2ccc(F)cc2)Cc2ccco2)cc1 | 113 | 6
CCOc1ccc(N2C(=O)CC(N3CCN(c4ccc(C(=O)c5ccncc5)cc4)CC3)C2=O)cc1 (stereo not drawn) | 136 | -5
O=C(CCCn1nnc(-c2cccnc2)n1)c1ccc(F)cc1 | 77 | 11
O=C(Nc1ccc(OC(F)(F)F)cc1)c1cc2n(n1)C(C(F)(F)F)CC(c1cccs1)N2 (stereo not drawn) | . | 7
CCOC(=O)C1CCCN(C(=O)c2ccc(OCC)cc2)C1 (stereo not drawn) | 105 | 6
N/C(=N\N=C\c1cc(Br)cc(Br)c1O)c1nonc1N | . | -7
CCOCCc1nnc(NC(=O)c2ccc(OC)c(OC)c2)s1 | 98 | -4
CCCS(=O)(=O)c1c(S(=O)(=O)CCC)c2ccc(C(C)=O)cn2c1C(=O)c1ccc(Br)cc1 | . | 3
O=C(Cn1nnc(-c2ccncc2)n1)N1CCc2ccccc21 | 103 | -5
Cc1ccc(CNC(=O)CN(C)S(=O)(=O)c2cccc3cccnc23)cc1 | 100 | 2
Cc1ccc(Nc2oc(C)nc2C#N)cc1 | 103 | 10
O=C(CSc1cc(Cl)ccc1Cl)Nc1cccc(C(F)(F)F)c1 | . | -9
CS(=O)(=O)N(Cc1ccc(C(=O)N2CCOCC2)cc1)c1ccccc1 | . | 0
CC1CN(C(=O)c2cc(Cl)ccc2Cl)CC(C)O1 (stereo not drawn) | . | 19
O=C(Nc1ccc(-c2nc3ncccc3o2)cc1)c1cc2ccccc2oc1=O | . | 1
O=C(O)CCCN1C(=O)/C(=C\c2ccc(-c3ccc(Br)cc3)o2)SC1=S | . | 94*
COc1cc2c(cc1OC)CN(Cc1cccs1)CC2 | 102 | -7

# The closing 2 entries of the section above lead into the next:
smiles | BAP1 block | HePTP inhibitor
O=C(O)CCCN1C(=O)/C(=C\c2ccc(-c3ccc(Br)cc3)o2)SC1=S | . | 94*
COc1cc2c(cc1OC)CN(Cc1cccs1)CC2 | 102 | -7
CC1CCCCN1c1nc(-c2ccncc2)nc2ccccc12 (stereo not drawn) | 91 | 2
Cn1c(COc2ccccc2)nnc1SCC(=O)Nc1ccc(N2CCOCC2)c(Cl)c1 | 97 | 14
Cc1cc(N2CCN(C)CC2)nc2ccc(NC(=O)c3ccc(Br)o3)cc12 | . | 7
CC1(C)CC(NC(=O)CC2CCCCC2)CC(C)(C)N1 | 101 | 5
CC(=O)N(c1ccccc1Cl)S(=O)(=O)c1ccc(Cl)cc1 | . | 6
CCOCC(=O)Nc1c(C(=O)Nc2ccc(OC)cc2OC)oc2ccccc12 | 249 | 12
COc1ccc(C2C3=C(CC(C)(C)CC3=O)OC3=C2C(=O)CC(C)(C)C3)cc1[N+](=O)[O-] | 178 | .
CSc1[nH]c(-c2ccccc2)cc1C(C)=O | . | 6
COc1ccc(CCN(C)CCCC(C#N)(c2ccc(OC)c(OC)c2)C(C)C)cc1OC (stereo not drawn) | 133&96 | 1
COc1cc(OC)cc(-c2nnc(Nc3nc4c(F)cccc4s3)o2)c1 | . | 36
Cc1ccc(OCCc2c(C)n[nH]c2C)cc1C | . | 3
CCOC(=O)N1CCC(NC(=O)CCC(=O)N2CC(C)Oc3ccc(Cl)cc32)CC1 (stereo not drawn) | 92 | 2
Cn1c(C(C)(O)C(O)(c2ccccc2)c2ccccc2)nc2ccccc21 (stereo not drawn) | 91 | .
CCOC(=O)C1CCN(C(c2cccs2)c2sc3nc(C)nn3c2O)CC1 (stereo not drawn) | 93 | -9
Cc1ccc(N2CC(C(=O)N3CCc4ccccc4C3)CC2=O)cc1 (stereo not drawn) | 82 | 6
Cc1sc(NC(=O)CCCC(=O)O)nc1-c1ccccc1 | . | 4
Cc1nc2ccc(NC(=S)Nc3cccc([N+](=O)[O-])c3)cc2nc1C | . | -1
O=C(/C=C(\O)c1ccc(Br)cc1)C(F)(F)F | . | 0
O=c1oc2cc(OCc3ccc(F)cc3)c(Cl)cc2c2c1CCCC2 | 237 | .
O=C1NC(=O)N(c2ccc(Cl)cc2)C(=O)/C1=C/c1ccc(N2CCCCC2)o1 | . | 0
Cc1cc(C)nc(NC(=O)C23CC4CC(CC(C4)C2)C3)c1 | . | 9
CCN1C(=O)c2cccc3c(S(=O)(=O)Nc4ncccc4C)ccc1c23 | 87 | 6
Cc1c(C#N)c2ncn(CCCN(C)C)c(=O)c2n1-c1ccccc1 | 105 | 7
Cc1nnc(SCc2cccs2)[nH]c1=O | 130 | .
O=C(NCCCN1CCCC1=O)c1cccnc1 | 104 | -9
O=C(O)CSc1nnc(Cc2ccccc2)n1Cc1ccccc1 | 90 | 4
CCc1cccc(CC)c1N(COC)C(=O)Cn1c(C(C)O)nc2ccccc21 (stereo not drawn) | . | 3
COc1ccc(C(=O)Nc2ccc(Cl)c(Cl)c2)c(OC)n1 | 115 | 8
CC1Cc2ccccc2N1S(=O)(=O)c1cccc(C(=O)c2nccn2C)c1 (stereo not drawn) | 80 | 9
CCC(C(=O)Nc1cc(C(=O)OC)cc(C(=O)OC)c1)c1ccccc1 (stereo not drawn) | . | 0
COc1ccc(CCNC(=S)Nc2ccccc2)cc1 | . | 2
COCCCNC(=O)c1ccccc1SC | 69 | 6
Cc1cc(N2CCC(C(=O)Nc3ccc(F)cc3)CC2)nc(-c2ccccc2)n1 | 76 | 6
Cc1ccc(NC(=O)c2cc(S(=O)(=O)N3CCC4(CC3)OCCO4)ccc2F)cc1 | 98 | -6
O=C(O)/C(=C\c1cccc([N+](=O)[O-])c1)NC(=O)c1ccccc1 | . | -17
Cn1c(=O)cc(OCCCC(=O)Nc2cccnc2)c2ccccc21 | 142 | -5
COc1cccc(N2C(=O)C(=O)/C(=C(\O)c3ccccc3)C2c2ccccc2Cl)c1 (stereo not drawn) | . | -21
CCCCOC(=O)c1ccc(NC(=O)c2ocnc2C)cc1 | 54 | 4
Cc1c(C(=O)Nc2ccc(F)cc2)oc2ccc(S(=O)(=O)N3CCC4(CC3)OCCO4)cc12 | . | 1
CCN(CC)S(=O)(=O)c1ccc2c(c1)c(=O)c(C(=O)NCCCN(C)c1ccccc1)cn2C | 82 | 0
O=C(NCCN1CCN(C(=O)c2ccccc2Cl)CC1)C(=O)Nc1ccccc1 | . | 1
COc1ccc(C2C3=C(CC(C)(C)CC3=O)OC3=C2C(=O)CC(C)(C)C3)cc1Br | . | -3
CC(C)c1ccc(C2/C(=C(\O)c3ccccc3)C(=O)C(=O)N2CCCC(=O)O)cc1 (stereo not drawn) | . | 4
COc1ccccc1CCNC(=O)c1cnn2c(C(F)F)cc(C)nc12 | 92 | 9
Cc1nc(=O)c(-c2ccccc2)c(C)n1-c1ccc(C(=O)O)cc1 | 98 | -7

# Compounds shown so far with an NH in an aromatic ring:
smiles | BAP1 block | HePTP inhibitor
C=CCn1c(O)c(C(CC)=NCCN2CCOCC2)c(=O)[nH]c1=O | 98 | 6
CSc1[nH]c(-c2ccccc2)cc1C(C)=O | . | 6
Cc1ccc(OCCc2c(C)n[nH]c2C)cc1C | . | 3
Cc1nnc(SCc2cccs2)[nH]c1=O | 130 | .

# Remaining list, next part
smiles | BAP1 block | HePTP inhibitor
Cn1c(NC(=O)c2cccc(C(F)(F)F)c2)cc(=O)n(C)c1=O | 93 | 8
C=CCc1cccc2cc(C(=O)Nc3cc(OC)ccc3OC)c(=O)oc12 | . | -6
COC(=O)c1ccccc1NC(=O)c1ccccc1NS(C)(=O)=O | 54 | 12
COc1cccc(C(=O)N(c2ccc(OC)cc2OC)C2C=CS(=O)(=O)C2)c1 (stereo not drawn) | 99 | 6
O=C(N/N=C/c1ccccc1O)C1CC(=O)N(c2ccc(Br)cc2)C1 (stereo not drawn) | . | 3
Cc1cc(/C=C2\SC(=O)N(C)C2=O)c(C)n1-c1cccc([N+](=O)[O-])c1 | . | 14
CC(NC(=O)OC(C)(C)C)C(=O)Oc1cc2oc(=O)cc(-c3ccccc3)c2cc1Cl (stereo not drawn) | . | -33
CCCCN1c2cc(C)c(O)cc2C(C(=O)OCC)C1C (stereo not drawn) | 105 | -9
C=CCn1c(SCC(=O)Nc2ccc3c(c2)OCCO3)nnc1-c1ccccn1 | 98 | -1
COc1ccc(C2=NCC(CSc3nnnn3C)S2)cc1 (stereo not drawn) | 86 | 0
CCSc1ccccc1C(=O)NCc1ccc(S(N)(=O)=O)cc1 | 76 | 4
O=C(O)CCCC(=O)Nc1ccccc1C(=O)O | 69 | 5
O=c1[nH]c2cc3c(cc2cc1C(c1nnnn1CC1CCCO1)N1CCCCCC1)OCO3 (stereo not drawn) | 476 | 6
Cc1cc(C(=O)Nc2ccccc2C(F)(F)F)no1 | 106 | 7
CCOC(=O)C1=C(C)Nc2nc(SCc3cccnc3)nn2C1c1ccc(OC)cc1 (stereo not drawn) | 86 | -1

# Five entries from above, arranged by the value under BAP1 block, lowest first:
smiles | BAP1 block | HePTP inhibitor
COC(=O)c1ccccc1NC(=O)c1ccccc1NS(C)(=O)=O | 54 | 12
O=C(O)CCCC(=O)Nc1ccccc1C(=O)O | 69 | 5
CCOC(=O)C1=C(C)Nc2nc(SCc3cccnc3)nn2C1c1ccc(OC)cc1 (stereo not drawn) | 86 | -1
COc1cccc(C(=O)N(c2ccc(OC)cc2OC)C2C=CS(=O)(=O)C2)c1 (stereo not drawn) | 99 | 6
Cc1cc(C(=O)Nc2ccccc2C(F)(F)F)no1 | 106 | 7

# Continuation.
smiles | BAP1 block | HePTP inhibitor
COc1ccccc1NC(=O)C1CCCCN1S(=O)(=O)c1ccc(F)cc1 (stereo not drawn) | 105 | 1
CN(C)CCNc1ccc(Cl)cc1[N+](=O)[O-] | . | 3
CC(CCc1ccccc1)NC(=O)CN1CCOc2ccccc21 (stereo not drawn) | 97 | -5
O=C(CCc1nc(-c2ccccc2F)no1)Nc1ccc(Oc2ccccc2)cc1 | 72 | 5
O=C1c2cccc3cccc(c23)C(=O)N1c1ccc2c(c1)OCO2 | . | 2
COc1ccccc1NC(=O)C(=O)NNC(=O)COc1ccc(Cl)cc1 | . | -15
O=C(/C=C/c1ccc(S(=O)(=O)Nc2ccccc2)cc1)C1C(=O)c2ccccc2C1=O | . | -8
O=C1OC(c2ccccc2F)=N/C1=C\c1ccc(OC(=O)c2ccccc2Cl)cc1 | . | 3
Cc1ccc(-n2c(SCC(=O)NCc3cccs3)nnc2-c2ccoc2C)cc1 | 100 | 8
COCCNC(=O)CN(c1cccc(OC)c1)S(=O)(=O)c1ccc(C)cc1 | 105 | 5
